Bioassay records: PubChem BioAssay, several laboratories
C-LANA FP: inhibitors of KSHV C-LANA binding to DNA, primary screen, biochemical, fluorescence polarization, FAM-LBS DNA, MBP-C-LANA, single point; inhibition, % at 9 µM; 340,000 compounds, 0.078% hits; AID 504423, 2011;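 active = highest replicate inhibition at or above 60% at 9 µM, even if other replicates fall short; inactive = all replicates below 60% inhibition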;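 also: 0% = neutral control wells and 100% = 4 µM acridine orange control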
Cardiac RTF inh: cardiac RTF calcium sensitivity inhibitors, primary screen, biochemical, IANBD-TnC fluorescence, EC70 calcium | inhibition, % at 7.15 µM | 340,000 compounds, 0.12% hits | IANBD-labeled cardiac RTF, Ca2+ fluorescence | Troponin I, cardiac muscle (Homo sapiens) + Troponin T, cardiac muscle (Homo sapiens) + …;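 active = inhibition above the mean inhibition of all tested compounds plus 3 SD, cut at about 17% in these data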;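 also: assay run at fixed EC70 calcium of 1.6 mM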
PKA-R2B activ: activators of PKA-R2B holoenzyme, primary screen, biochemical, fluorescence polarization, Cy5-IP20, human; cAMP-dependent protein kinase catalytic subunit beta (Homo sapiens) + cAMP-dependent …; activation, % at 11.4 µM; PKA-R2B holoenzyme dissociation; R2B truncated from residue 108, S112A mutant; 0% DMSO only, 100% 113 µM cGMP; 340,000 compounds, 0.079% hits;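 active = activation above a cutoff set at the mean over all compounds plus 3 SD, cut at about 18% in these data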;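 also: higher means more holoenzyme dissociation and a rise in polarization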
Keap1-Nrf2 PPI: Keap1-Nrf2 protein-protein interaction inhibitors, primary screen, biochemical, fluorescence polarization, single point; inhibition, % at 9.4 µM; AID 504523, 2011; 340,000 compounds, 0.15% hits; Keap1 Kelch-Nrf2 peptide fluorescence polarization, 1536-well; Kelch-like ECH-associated protein 1 (Homo sapiens), Q14145; in the data active = inhibition above about 12%;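 also: human Keap1 Kelch domain with fluorescein labeled Nrf2 9mer peptide probe; 0% = neutral control wells and 100% = peptide positive control; higher means more block of Keap1 binding to Nrf2 peptide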
Target sequence (Q14145 whole entry, looked up, the tested form may be a part): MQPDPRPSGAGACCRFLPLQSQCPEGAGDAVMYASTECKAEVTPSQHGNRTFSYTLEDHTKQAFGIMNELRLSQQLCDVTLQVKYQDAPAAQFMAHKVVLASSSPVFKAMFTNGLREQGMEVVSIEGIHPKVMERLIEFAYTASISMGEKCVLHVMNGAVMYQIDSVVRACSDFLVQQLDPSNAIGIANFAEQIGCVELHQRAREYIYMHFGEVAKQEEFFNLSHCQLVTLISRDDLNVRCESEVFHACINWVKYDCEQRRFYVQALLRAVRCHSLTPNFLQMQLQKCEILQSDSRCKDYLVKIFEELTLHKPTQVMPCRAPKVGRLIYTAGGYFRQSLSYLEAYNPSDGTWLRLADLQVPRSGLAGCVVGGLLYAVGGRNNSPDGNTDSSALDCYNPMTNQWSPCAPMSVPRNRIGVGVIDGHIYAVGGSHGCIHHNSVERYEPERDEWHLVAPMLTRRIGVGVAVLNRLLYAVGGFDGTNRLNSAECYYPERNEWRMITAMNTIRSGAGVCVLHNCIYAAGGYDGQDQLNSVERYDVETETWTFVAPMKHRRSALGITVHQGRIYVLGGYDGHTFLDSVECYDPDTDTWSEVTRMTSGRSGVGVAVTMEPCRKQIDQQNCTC
SR-BI HDL uptake: inhibitors of SR-BI mediated HDL lipid uptake, primary screen, ldlA[mSR-BI] cells, fluorescence, single point | ldlA[mSR-BI] CHO cells, DiI-HDL uptake fluorescence, 3 h | inhibition, % at 12.5 µM | 320,000 compounds, 0.96% hits;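 active = mean replicate inhibition of at least 70% and a set share of replicates each scoring 70 or more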;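 also: 0% = median of neutral control wells and 100% = median of positive control wells; values of inactives mirror those of a sister screen read the other way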
Target sequence (Q61009 whole entry, looked up): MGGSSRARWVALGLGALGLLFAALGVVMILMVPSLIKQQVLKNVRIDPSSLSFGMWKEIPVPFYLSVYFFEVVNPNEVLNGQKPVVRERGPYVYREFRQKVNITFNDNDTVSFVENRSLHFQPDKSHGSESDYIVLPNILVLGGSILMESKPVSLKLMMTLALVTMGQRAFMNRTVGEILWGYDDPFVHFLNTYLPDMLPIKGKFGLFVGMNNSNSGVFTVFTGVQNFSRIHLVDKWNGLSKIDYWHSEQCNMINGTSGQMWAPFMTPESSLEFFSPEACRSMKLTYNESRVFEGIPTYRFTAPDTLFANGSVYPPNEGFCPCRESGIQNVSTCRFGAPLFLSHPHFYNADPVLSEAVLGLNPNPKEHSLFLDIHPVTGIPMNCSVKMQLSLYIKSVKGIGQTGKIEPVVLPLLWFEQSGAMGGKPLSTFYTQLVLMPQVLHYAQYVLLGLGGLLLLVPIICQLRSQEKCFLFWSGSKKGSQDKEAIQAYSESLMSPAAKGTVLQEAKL
DAGLB inh: DAGLB lipase inhibitors, primary screen, biochemical, fluorescence, HTS | Diacylglycerol lipase-beta (Homo sapiens), Q8NCG7 | HEK293T DAGLB membrane lysate, EnzChek fluorogenic substrate | inhibition, % at 5.17 µM | 340,000 compounds, 0.059% hits | AID 504411, 2011; in the data active = inhibition above about 34%;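 also: 0% = enzyme with vehicle and 100% = wells lacking enzyme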
Arr AP2 block: inhibitors of beta-arrestin/AP2 binding, primary screen, biochemical, GPCR trafficking, flow cytometry | 340,000 compounds, 0.31% hits | FITC-arrestin peptide / GST-AP2 beads; AP2 beta2 appendage carries R879A mutation | inhibition, % at 10 µM | AID 504490, 2011 | beta-arrestin 1 C-terminal peptide binding to AP2 beta2-adaptin appendage (human);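 active = inhibition above a set limit, near 3 SD of compounds lacking own fluorescence, cut at about 54% in these data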;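 also: plate controls were DMSO wells for no effect and 5 µM unlabelled arrestin peptide for full effect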
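Test system: GST-tagged AP2 beta2-adaptin appendage (R879A) on 4 µm glutathione beads; also added: fluorescein-tagged arrestin peptide at 50 nM final; timing: 12 min plus 1 h, RT; signal: flow cytometry, FL1 (488/535 nm); read-out: percent drop in bead-associated FITC signal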
NSD2 inh: NSD2 histone methyltransferase inhibitors, primary screen, biochemical, AlphaScreen, single concentration, set 2 | Histone-lysine N-methyltransferase NSD2 (Homo sapiens), O96028 | NSD2 peptide methylation, 120 min | inhibition, % at 12.5 µM | 310,000 compounds, 0.54% hits; in the data active = inhibition above about 50%
SR-BI uptake up: activators of SR-BI mediated DiI-HDL uptake, primary screen, ldlA[mSR-BI] CHO cells, DiI fluorescence; 3 h; 100 = double the neutral-control signal; activation, % at 12.5 µM; 320,000 compounds, 0.096% hits; AID 504775, 2011;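 active = mean replicate activation of at least 60% and every replicate at or above 60%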;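 also: 0% = median plate neutral-control signal and 100% = twice that signal; values of inactives mirror those of a sister screen read the other way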
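Assay system: CHO ldlA[mSR-BI] cells, LDL receptor-null, SR-BI overexpressing; medium: Ham's F12 with 0.5% BSA, HEPES 25 mM, pH 7.4; also added: DiI-HDL 10 µg/mL; timing: 3 h uptake period with compound, 37 °C; signal: DiI fluorescence, bottom read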
PvdQ inh: P. aeruginosa PvdQ acylase inhibitors, primary screen, biochemical, fluorescence, plate reader and imaging, single point | inhibition, % at 10 µM | PvdQ acylase [Pseudomonas aeruginosa LESB58] | 340,000 compounds, 0.063% hits | purified PvdQ acylase; in the data active = inhibition above about 30%, passing the limit was not always enough;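 also: 0% = vehicle neutral wells and 100% = reference inhibitor wells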
* = called active by the depositor; · = not tested or not shown.

SMILES	C-LANA FP	Cardiac RTF inh	PKA-R2B activ	Keap1-Nrf2 PPI	SR-BI HDL uptake	DAGLB inh	Arr AP2 block	NSD2 inh	SR-BI uptake up	PvdQ inh
CC(OC(=O)CNC(=O)C1CCCCC1)C(=O)NCc1ccccc1 (centres undefined)	3.8	0	5	-3	-30	-1	-10	-1	30	-15
Cc1csc(NC(=O)C2CC(=O)N(Cc3ccco3)C2)n1 (centres undefined)	0.5	11	-1	-7	-7	0	20	0	7	-14
CCOC(=O)C(=CNc1ccc(S(N)(=O)=O)cc1)C(=O)OCC	-0.2	-20	4	-5	·	2	-14	0	·	-15
C/C(=N\NC(=O)Cn1c(-c2ccccn2)nc2ccccc21)c1ccccc1	0.6	8	-4	2	18	1	-4	0	-18	-1
O=C(COC(=O)C1=COCCO1)Nc1cc(Cl)c(Cl)cc1Cl	1.4	-10	-10	-2	0	-3	4	1	0	12
Cc1cc(=O)c2cccc(Br)c2[nH]1	0.1	-5	3	2	9	3	13	0	-9	2
Cc1ccc(NC2CC(=O)N(c3cccc([N+](=O)[O-])c3)C2=O)cc1 (centres undefined)	-0.4	-1	-7	-4	83*	1	9	1	-83	-14
O=C(C1=C(O)C(=O)N(CCN2CCOCC2)C1c1ccc(F)cc1)c1cc2ccccc2o1 (centres undefined)	-1.2	-5	3	-7	-13	4	20	2	13	-9
CCCCc1cc(=O)oc2cc(OCC(=O)NCc3ccccn3)c(Cl)cc12	0.4	-3	4	-5	-16	-2	1	-6	16	-11
Cc1cc(NC(=O)c2ccc(Cn3cc([N+](=O)[O-])cn3)o2)no1	0.7	-5	-9	0	-20	-1	-4	1	20	-8
CC(=O)Nc1ccc(N(C)S(C)(=O)=O)cc1	0.5	-7	4	-3	-8	1	7	-1	8	-9
Cc1ccc2ccccc2[n+]1CCCS(=O)(=O)[O-]	0.1	2	-7	0	-17	0	-4	5	17	4
CN(C)S(=O)(=O)N1CCC(c2ccc(F)cc2)C(COc2ccc3c(c2)OCO3)C1 (centres undefined)	0.3	-11	-7	2	7	-7	0	2	-7	-14
CC(C)CC(c1nnnn1CCc1ccccc1)N1CCC(C(N)=O)CC1 (centres undefined)	-1.0	1	1	-4	-4	-3	13	0	4	9
O=C(NCCc1nc2ccccc2[nH]1)/C(=C/c1ccco1)NC(=O)c1ccc(Br)cc1	-0.2	-4	-1	-2	·	-1	4	-1	·	-8
COCCn1c(SCc2nc3scc(-c4ccc(Cl)cc4)c3c(=O)[nH]2)nnc1-c1cccc(C)c1	-1.9	-12	11	-3	18	6	0	0	-18	-4
O=C(Nc1ccc2c(c1)CCC2)c1ncoc1-c1ccccc1F	-1.4	7	-1	2	6	-9	7	-1	-6	-13
C#CCOCCOCCOCCNc1nc(N2CCN(C(=O)CCCCCCCCCCNC(=O)[C@H](CCCCN)n3cc(CCO)nn3)CC2)nc(N2CCN(C(=O)CCCCCCCCCCNC(=O)[C@H](CCCCN)n3cc(CCCC(=O)O)nn3)CC2)n1	-2.4	1	1	-15	-24	5	-11	·	24	-10
COc1cc(CNCc2cccnc2)ccc1OCC(=O)NC(C)(C)C	1.5	1	-4	0	-1	2	18	-1	1	3
COc1cccc(NC(=O)CNC(=O)Cn2cnc3sc(C)c(C)c3c2=O)c1	-1.0	-4	-13	-2	-5	0	9	1	5	1
O=C(Nc1cc(C(F)(F)F)ccc1N1CCOCC1)c1c(F)c(F)c(F)c(F)c1F	-7.0	-10	1	2	-14	-2	-4	-1	14	7
O=C(O)c1cccc(NC(=O)c2ccccc2NC(=O)c2ccccc2F)c1	0.5	-3	-3	6	-33	-1	9	-1	33	-8
Cc1[nH]c2ccccc2c1-c1nc(N)sc1C	1.4	-7	14	-2	11	2	23	8	-11	-6
Cc1cccc(OCC(=O)NCCCNC(=O)c2cccnc2)c1	1.1	-2	1	1	5	-2	14	0	-5	9
COc1ccc(C(=O)Nc2ccccc2C(=O)N2CCCCC2C)cc1 (centres undefined)	-0.2	-9	-2	0	-21	-4	-7	1	21	14

The listing continues:
SMILES	C-LANA FP	Cardiac RTF inh	PKA-R2B activ	Keap1-Nrf2 PPI	SR-BI HDL uptake	DAGLB inh	Arr AP2 block	NSD2 inh	SR-BI uptake up	PvdQ inh
O=C(Nc1nc2ccccc2s1)C1CC(=O)N(c2ccc(F)cc2)C1 (centres undefined)	-1.0	-5	-5	1	-15	-1	30	-3	15	5
COc1ccc(CNC(=O)COC(=O)CCCOc2ccc(Cl)cc2Cl)cc1OC	0.6	-23	0	-4	-4	0	28	2	4	18
O=C(Nc1cccn2ncnc12)C(F)(F)F	2.8	14	-5	3	-18	1	25	-1	18	7
CCOC(=O)C1(Cc2ccccc2)CCN(Cc2cccc3c2OCO3)CC1	-1.3	-4	3	-1	1	-3	40	2	-1	3
COc1cccc(C(=O)NCC2CCCN2S(=O)(=O)c2cccs2)c1 (centres undefined)	0.8	0	-8	1	-5	1	-20	-1	5	-17
O=S(=O)(N/N=C\c1ccc2c(c1)OCO2)c1ccccc1	0.8	5	-8	2	-12	0	-4	8	12	-13
COc1ccccc1NC(=O)C(=O)NCCC1CCCCN1S(=O)(=O)c1ccc(F)cc1 (centres undefined)	0.6	-9	4	3	28	-1	-3	0	-28	-17
O=C(c1ccco1)N1CCN(C(=O)C2CC2)CC1	-0.8	7	2	3	-67	1	4	-1	67*	-7
COCCSc1ccccc1C(=O)Nc1ccc2c(c1)OCO2	-0.7	-7	-10	-2	0	-3	8	0	0	-10
CCOC(=O)C1CCN(S(=O)(=O)c2ccc(C)c(C(=O)NC3CCCCC3)c2)CC1	-1.9	-3	-5	-4	10	0	2	-1	-10	-9
O=C(N/N=C/c1cc([N+](=O)[O-])ccc1O)c1ccncc1	-0.4	-15	2	-4	·	4	0	-3	·	-15
O=C1CN(C(=O)C2CCC(=O)N(CCc3ccc(Cl)cc3)C2)CCN1 (centres undefined)	-2.1	-1	1	-6	-16	-1	-6	-1	16	-20
CCOC(=O)CSc1nnc(CNC(=O)c2ccco2)n1-c1ccc(F)cc1	0.9	-7	-8	-4	-4	1	26	3	4	-2
COC(=O)c1sc(NC(=S)NC(=O)c2cc(OC)c(OC)c(OC)c2)nc1C	0.5	3	-10	1	23	0	13	2	-23	9
COC(=O)c1ccc(CNS(=O)(=O)c2ccc3ccccc3c2)cc1	-0.3	-7	4	-7	-23	-3	0	-1	23	-10
Cc1ccc(S(=O)(=O)N2CCN(C(=O)c3ccco3)CC2)c(C)c1	-0.2	-8	-7	0	-5	-1	28	-2	5	24
CCc1ccc(NS(=O)(=O)c2ccc3c(c2)oc(=O)n3C)cc1	-0.7	5	-14	-3	-35	-1	41	3	35	-6
COc1ccc(N2C(=O)c3cccc4cccc(c34)C2=O)cc1	6.0	-6	-11	0	4	-1	4	-1	-4	-18
O=C(NCCC1=CCCCC1)C1CCC(=O)N(Cc2cccc(C(F)(F)F)c2)C1 (centres undefined)	-1.7	3	3	0	-6	2	-9	-1	6	-9
CCC1(C)CC2(CCCN(CCC(O)(c3ccccc3)c3ccccc3)C2)CCO1 (centres undefined)	-0.6	-2	1	1	-10	-6	9	-1	10	5
Cc1ccc(S(=O)(=O)Nc2c(C)ccc3nsnc23)cc1	-1.1	-2	0	-4	·	-8	22	0	·	2
Cc1cc(Cl)nc(Cl)c1C(=O)N1CCOCC1	-0.7	-3	4	1	16	-3	24	0	-16	1
COc1ccc(C(=O)Nc2nc3cc4c(cc3s2)OCCO4)c(OC)c1	-0.1	3	-9	-3	6	-1	1	·	-6	3
NNc1ccc(Cl)nn1	-0.3	-4	1	0	·	-3	-1	·	·	-3
O=C(NCCCCCNC(=O)c1cccnc1)c1cccnc1	5.7	2	0	0	3	0	-8	4	-3	-8

Later entries.
SMILES	C-LANA FP	Cardiac RTF inh	PKA-R2B activ	Keap1-Nrf2 PPI	SR-BI HDL uptake	DAGLB inh	Arr AP2 block	NSD2 inh	SR-BI uptake up	PvdQ inh
Nc1ccc[n+](Cc2ccccn2)c1	0.9	-4	9	-8	-4	-2	7	0	4	-15
CCOC(=O)c1c(NC(=O)C(Sc2ccccc2)c2ccccc2)sc(C(N)=O)c1C (centres undefined)	0.4	-7	-3	-1	-9	-5	-5	0	9	-14
O=[N+]([O-])c1cc(S(=O)(=O)N2CCCC2)ccc1OCCOc1ccccc1	-1.6	2	-6	-10	7	-4	-4	0	·	-22
COc1cc(-c2nnc3sc(-c4ccco4)nn23)cc(OC)c1OC	0.0	3	12	-1	7	-2	10	30	-7	-9
CC1CCCC(C)N1CCCNC(=O)Cn1ncc2c([nH]c3ccccc32)c1=O (centres undefined)	-0.5	-1	-11	-3	5	2	2	48	-5	-13
COC(=O)c1c(NC(=O)CN2C(=O)c3ccccc3C2=O)sc(Cc2ccc3c(c2)OCO3)c1C	-0.9	-8	7	-5	-8	-2	4	·	8	-7
CCN(CC)S(=O)(=O)c1ccc(/C=C/C(=O)OCC(=O)c2c(N)n(C)c(=O)n(C)c2=O)cc1	1.3	12	2	3	40	0	-11	-1	-40	-5
NS(=O)(=O)c1cccc(NC(=O)Nc2ccccc2)c1	-1.0	-6	7	-2	-21	0	14	-2	21	-19
COc1ccc(-c2nc(CCNC(=O)c3ccc(Br)o3)cs2)cc1	1.0	-3	-1	-5	8	-12	5	·	-8	-11
Cc1ccc(NC(=S)N(CCN(C)C)C(C)c2cccnc2)cc1 (centres undefined)	-0.5	-9	-3	2	0	2	-4	-2	0	-8

Entries from the list above that contain bromine (3):
SMILES	C-LANA FP	Cardiac RTF inh	PKA-R2B activ	Keap1-Nrf2 PPI	SR-BI HDL uptake	DAGLB inh	Arr AP2 block	NSD2 inh	SR-BI uptake up	PvdQ inh
Cc1cc(=O)c2cccc(Br)c2[nH]1	0.1	-5	3	2	9	3	13	0	-9	2
O=C(NCCc1nc2ccccc2[nH]1)/C(=C/c1ccco1)NC(=O)c1ccc(Br)cc1	-0.2	-4	-1	-2	·	-1	4	-1	·	-8
COc1ccc(-c2nc(CCNC(=O)c3ccc(Br)o3)cs2)cc1	1.0	-3	-1	-5	8	-12	5	·	-8	-11

Outcome played no part in choosing rows (roughly 2.1% active in at least one column).
